Compound activity deposited in PubChem BioAssay by National Center for Advancing Translational Sciences (NCATS).
Pin1 inhibitor: human Pin1 inhibition; AID 504891; Pin1 FP peptide displacement, HiFluor488, 10 min; 390,000 compounds, 0.009% hits; Potency, µM (doses to about 115 µM), without a hit: top-dose activity, negative = inhibition, actives largely listed as inhibitors; Q13526; active = well fitted inhibition curve with a large enough effect in the polarisation, with a control signal flat, not every such curve was filed as active; inconclusive = small, poorly fitted or top-dose-only effect, or effect the other way, or a change in a side signal; inactive = no such curve, though single readings can be large or run the other way; the % refers to the polarisation; note: % is set by controls: 0 for no effect and ±100 for the full control effect
BLM helicase inh: blocks DNA unwinding by human BLM helicase; P54132; recombinant BLM DNA unwinding, fluorescence dequenching; 350,000 compounds, 0.2% hits; Potency, µM (highest dose often 56.1 µM), for the others: at the top dose activity change, negative = inhibition, hits mostly inhibitors;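 note: plate controls were vehicle for no effect and no enzyme for full effect; nearly all actives have a fitted effect of over 35% in size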
JMJD2A Tudor inh: JMJD2A Tudor domain (human) inhibition. O75164. AlphaScreen JMJD2A-Tudor / H3K4me3 peptide binding. Potency, µM (highest dose often 114 µM), for the others: at the top dose activity change, negative = inhibition, actives largely listed as inhibitors. 390,000 compounds, 4.4% hits. AID 504339; note: % is set by controls: 0 for no effect and ±100 for the full control effect; nearly all actives have a fitted effect of over 50% in size
GLS inhibitor: glutaminase GLS (human) inhibition. O94925. GLS enzymatic activity, qHTS titration. Potency, µM (series often up to 45.5 µM), for inactives: at the highest dose activity change, negative = inhibition, hits mostly inhibitors. 410,000 compounds, 0.21% hits. AID 624170; note: % is set by controls: 0 for no effect and ±100 for the full control effect
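Compounds were pin-transferred onto hKGA, after which L-glutamine (1 mM solution) and a detection mix of glutamate oxidase, HRP and Amplex Red were added. Initial and 30 min RT fluorescence reads were collected.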
PGK inhibitor: blocks T. brucei phosphoglycerate kinase; P07378; PGK/GAPDH coupled, Kinase-Glo luminescence, 60 min; Potency, µM (series often up to 57.5 µM), for inactives: at the highest dose activity change, negative = inhibition, actives largely listed as inhibitors; 380,000 compounds, 0.043% hits; AID 602233; note: % is set by controls: 0 for no effect and ±100 for the full control effect; nearly all actives have a fitted effect of over 60% in size
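Luminescent ATP detection (Kinase-Glo Plus) follows a 60-minute room-temperature incubation, with wells lacking PGK as controls. Buffer: 100 mM TEA (pH 7.6), 5 mM MgCl2, 0.01% Tween-20. Coupling enzyme GAPDH (100 nM final) supplies unstable 1,3-BPG in-well.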
HP1b chromo inh: blocks HP1-beta chromodomain binding to methylated histone tails | P83916 | AlphaScreen HP1-beta / biotin-H3K9me3 peptide binding | Potency, µM (highest dose often 114 µM), for inactives: at the top dose activity change, negative = inhibition, usual class: inhibitors | 390,000 compounds, 0.56% hits; note: nearly all actives have a fitted effect of over 70% in size; inactives centre near 23
Target sequence (P83916 whole entry, looked up): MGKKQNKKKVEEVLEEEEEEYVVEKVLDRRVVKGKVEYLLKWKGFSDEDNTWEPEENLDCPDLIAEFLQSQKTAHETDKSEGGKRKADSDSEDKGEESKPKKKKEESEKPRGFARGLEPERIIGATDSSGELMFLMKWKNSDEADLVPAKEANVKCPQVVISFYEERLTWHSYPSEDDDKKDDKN
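Compound inhibition of the preformed complex between 50 nM HP1-beta and 50 nM biotinylated H3K9me3 peptide was read by AlphaScreen. Buffer was PBS pH 7.4 with 0.01% Tween-20. Incubations ran 30 min at room temperature, with 10 ug/mL donor/acceptor beads.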
G9a inh: inhibitors of human histone lysine methyltransferase G9a. G9a H3K9 monomethylation, AlphaScreen, 2 h. Potency, µM (doses to about 102 µM), for inactives: at the highest dose activity, negative = inhibition, usual class: inhibitors. 350,000 compounds, 8.8% hits. AID 504332; note: % is set by controls: 0 for no effect and ±100 for the full control effect; nearly all actives have a fitted effect of over 75% in size
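Using a bead-based AlphaScreen, monomethylated H3K9 product from 2 h room-temperature reactions (G9a 20 nM, peptide 500 nM, SAM 20 uM) was detected with 0.5 ug/mL rabbit anti-H3K9me1 antibody.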
BAZ2B inh: inhibitors of human BAZ2B bromodomain; AlphaScreen BAZ2B-H3K14Ac peptide displacement; 360,000 compounds, 4.4% hits; Q9UIF8; Potency, µM (highest dose often 114 µM), without a hit: at the top dose activity change, negative = inhibition, actives largely listed as inhibitors; AID 504333; note: % is set by controls: 0 for no effect and ±100 for the full control effect; nearly all actives have a fitted effect of over 60% in size
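Compounds, titrated to a top concentration of 110 uM, were incubated 30 min at room temperature with preformed BAZ2B/acetyl-K14 H3 peptide complex (50 nM each). Proximity signal was measured by AlphaScreen after 20 min with beads.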
Pol iota inh: inhibitors of human DNA polymerase iota | Q9UNA4 | Pol iota fluorescent replication assay, 10 min | Potency, µM (top dose mostly 115 µM), without a hit: at the top dose activity, negative = inhibition, most hits filed as inhibitors | 390,000 compounds, 1% hits | AID 588590
Target sequence (Q9UNA4 whole entry, looked up): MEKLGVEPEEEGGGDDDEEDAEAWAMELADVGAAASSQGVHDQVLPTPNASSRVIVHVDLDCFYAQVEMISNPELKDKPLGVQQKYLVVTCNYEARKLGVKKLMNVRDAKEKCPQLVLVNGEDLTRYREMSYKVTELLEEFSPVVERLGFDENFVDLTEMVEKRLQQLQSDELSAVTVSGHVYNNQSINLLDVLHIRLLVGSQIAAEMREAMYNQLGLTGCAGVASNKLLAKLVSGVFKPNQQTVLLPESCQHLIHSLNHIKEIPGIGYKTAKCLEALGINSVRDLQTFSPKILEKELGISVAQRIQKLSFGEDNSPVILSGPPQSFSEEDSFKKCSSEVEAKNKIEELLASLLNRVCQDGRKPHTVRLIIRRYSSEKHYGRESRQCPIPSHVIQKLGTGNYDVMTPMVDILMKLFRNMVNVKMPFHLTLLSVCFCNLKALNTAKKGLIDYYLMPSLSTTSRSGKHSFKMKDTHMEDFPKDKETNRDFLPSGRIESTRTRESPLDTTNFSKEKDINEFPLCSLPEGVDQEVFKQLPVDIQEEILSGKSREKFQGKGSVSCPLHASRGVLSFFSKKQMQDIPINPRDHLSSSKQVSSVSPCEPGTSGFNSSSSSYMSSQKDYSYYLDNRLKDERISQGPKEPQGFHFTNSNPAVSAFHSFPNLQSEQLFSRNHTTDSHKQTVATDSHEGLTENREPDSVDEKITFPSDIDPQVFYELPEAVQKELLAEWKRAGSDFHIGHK
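Pol iota at 10 nM preincubated 15 min with compounds at room temperature; reaction started with fluorescent substrate, 50 nM final. Fluorescence read kinetically at 0 and 10 min; buffer-only wells as negative control.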
An asterisk follows results filed as active; i = inactive; ? = inconclusive; · = not tested or not shown; & = joins results of further samples; [ ] = another dose, or the depositor's remark. Unless noted, calls come from the whole dose curve; as a rule, active = well fitted curve in the direction sought with a large enough effect; inconclusive = small, poorly fitted or top-dose-only effect, or another doubt; inactive = no such curve, though single readings can be large; an effect the other way counts as inactive or inconclusive. Potency is the fitted concentration of half-maximal effect. The list is partial, so the mix of outcomes need not match the whole.

SMILES,Pin1 inhibitor,BLM helicase inh,JMJD2A Tudor inh,GLS inhibitor,PGK inhibitor,HP1b chromo inh,G9a inh,BAZ2B inh,Pol iota inh
COc1ccccc1NC(=O)C(=O)NCC1COc2ccccc2O1 (stereo unspecified),-9%,-5%,-13%,1%,i,43%[activator],11%[59 µM],0%,27%
CN1CCN(C(=S)c2cn(Cc3ccccc3F)c3ccccc23)CC1,3%,-6%,?,4%,-1%,2%,40µM*,?,13%
Cc1ccsc1C1C2=C(CCCC2=O)Nc2ncnn21 (stereo unspecified),-6%,2%,-17%,19%,-2%,10%,-10%[59 µM],5%,55%[activator]
CCC(=O)Nc1ccc2nc(C3CC3)n(Cc3ccc(C(C)(C)C)cc3)c(=O)c2c1,-2%,-2%,?,7%,-4%,6%,28%[12.7 µM],-4%,6%
COC(=O)c1cc2oc3ccccc3c2n1Cc1ccccc1Cl,-2%,-2%,-3%,-6%,·,29%,0%[59 µM],13%,14%
CCOC(=O)Nc1ccc(S(=O)(=O)N2CCC(C)CC2)cc1,-4%,-4%,-13%,10%,-9%,39%[activator],-7%,-22%,1%
Cc1ccc(NC(=O)CCCNC(=O)c2ccc(Cl)cc2)cc1S(=O)(=O)N1CCCCC1,-6%,·,-27%,7%,i,7%,-50%,-8%,-4%
Cc1ccc(OCC(=O)Nc2ccccc2F)cc1C,1%,-4%,15%,0%,-3%,40%[activator],48%,5%,52%[activator]
CN1C(C(=O)NCc2cccc(C(F)(F)F)c2)CC2Cn3c(nc4cc(Cl)c(Cl)cc43)C21 (stereo unspecified),1%,-7%,-29%,3%,-10%,19%,-9%[59 µM],-3%,4%
O=C(Nc1nc(-c2ccccc2)cs1)C1CCCN(S(=O)(=O)c2cccc([N+](=O)[O-])c2)C1 (stereo unspecified),0%,-9%,-28%,10%,-3%,13%,?,-10%,5%
Cc1cccc(N2CCN(C(=O)CS(=O)(=O)c3cccc4nsnc34)CC2)c1C,-6%,-3%,-29%,-4%,-8%,19%[57 µM],3%[59 µM],-32%,-17%
COc1cccc(CN2CCC(n3nccc3NC(=O)CCCc3ccccc3)CC2)c1O,-1%,0%,-27%,-5%,-4%,15%,-8%,-19%,28%
CC1CC(C)CN(S(=O)(=O)c2ccc3c(c2)NC(=O)C(C)C(=O)N3)C1 (stereo unspecified),11%,-8%,-5%,-2%,-4%,36%,33%,7%,-21%
CCOC(=O)c1c(NC(C)=O)c2c3c(sc2n1Cc1nc(-c2ccc(Cl)cc2)oc1C)CCCC3,2%,-4%,-7%,2%,·,26%,-2%[59 µM],0%,-7%
O=C1C=CC(c2ccccc2)(c2ccccc2)CC1,-1%,·,9%,-22%,-7%,54%[activator],·,·,3%
COC(=O)[C@@]12CCCCN1[C@H](c1ccc(-c3ccc(OC)cc3)cc1)[C@H]1C(=O)N(C)C(=O)[C@H]12,4%,·,-24%,4%,i,29%,14%[2.33 µM],6%,-1%
O=C(NCCOCCn1c(=O)oc2ccccc21)Nc1ccc(Cl)cc1,-2%,3%,-17%,-1%,i,19%,0%[59 µM],1%,?
NC(=O)COC(=O)CSc1cccc2cccc(Cl)c12,5%,1%,-16%,10%,7%,18%,?,-15%,98%[activator]
Cc1cc(F)ccc1S(=O)(=O)N1CCCOC1CNC(=O)C(=O)NCCN1CCOCC1 (stereo unspecified),-4%,-5%,-6%,7%,5%,19%,?,0%,26%
CCCSc1ncc(Cl)c(C(=O)Nc2sc3c(c2C(=O)NCCOC)CCCC3)n1,13%,0%,-20%,4%,·,21%,-44%[59 µM],-19%,-6%
CCc1cccc2c(-c3ccc(F)cc3)nc(SCC(=O)Nc3ccccc3)nc12,0%,-2%,-14%,-13%,i,20%,0%[59 µM],2%,14%
COCCNC(=O)Cn1cc2c(n1)-c1c(oc(C(=O)N3CCCC3)c1C)CC2,7%,2%,-4%,-5%,1%,31%,?,-23%,?
CCS(=O)(=O)Nc1cccc(C2=NN(S(=O)(=O)c3ccccc3)C(c3ccco3)C2)c1 (stereo unspecified),23%,-10%,?,-6%,-2%,-22%,?,-30%,9%
Cc1oc2ccc(Br)cc2c(=O)c1-c1nn[nH]n1,-7%,-1%,?,12%,-6%,6%,?,56µM*,98%[activator]
CCCN1C(=O)/C(=C/c2ccc(C)o2)SC1=Nc1ccc(OCC)cc1,1%,-6%,?,-7%,-3%,-14%,?,?,?
O=C(O)C1CCCCC1C(=O)Nc1ccc(F)c(F)c1 (stereo unspecified),19%,-3%,-1%,-1%,-6%,29%,?,-6%,?
CCOC(=O)c1c(S(=O)(=O)NCC(=O)Nc2ccc(C)cc2)c(C)n(C)c1C,-5%,0%,-29%,-1%,0%,4%,20%,-24%,23%
CCOC(=O)c1ccc(NS(=O)(=O)c2c(C)nc3sccn3c2=O)cc1,1%,-2%,-1%,-11%,i,43%[activator],17%,2%,20%
CCn1c(C(=O)Nc2ccc(C)cc2C)cc2sc(Cl)cc21,5%,-9%,4%,-19%,6%,59%[activator],13%[59 µM],5%,-6%
CCOc1ccc(NC(=O)Cn2c(=O)nc(-c3ccccc3)c3ccccc32)cc1,-1%,0%,5%,6%,-1%,25%,0%[12.7 µM],-3%,14%
CCCOc1ccc(C2c3c(oc4ccccc4c3=O)C(=O)N2CCCN2CCOCC2)cc1 (stereo unspecified),3%,-11%,-26%,2%,·,35%,?,-1%,31%[activator]
Cc1ccc(N/C=C/C(=O)c2ccccc2)cc1Br,2%,-7%,-23%,1%,-9%,16%,-8%[0.501 µM],-4%,13%
COCCn1c(SCC(=O)Nc2cc(C)on2)nc2c(c1=O)SC(C)C2 (stereo unspecified),0%,-2%,-2%,-4%,i,16%,-5%,-27%,24%
CN(C)S(=O)(=O)n1cc(/C=C(\NC(=O)c2ccccc2)C(=O)N2CCCC2)c2ccccc21,?,-8%,-16%,15%,-1%,6%,-6%,-26%,?
Cn1ncc2c(Sc3ccc(Cl)cc3)ncnc21,0%,-2%,1%,-15%,i,39%[activator],7%,3%,35%[activator]
Cc1ccc(NC(=O)CN(C)C(=O)C(C)OC(=O)c2ccccc2NCCO)cc1 (stereo unspecified),-4%,·,7%,11%,4%,21%,?,?,7%
COc1ccc(OC)c(NC(=O)CN(c2ccc(OC)c(Cl)c2)S(C)(=O)=O)c1,1%,-7%,-31%,-3%,·,10%,10%[59 µM],8%,-9%
O=C(NCCc1ccccc1)c1cc(Nc2ccccc2)nc2ccccc12,13%,-7%,-1%,-4%,1%,86%[activator],32%[59 µM],?,-8%
Cc1noc(C)c1C(=O)Nc1nc(-c2ccc(F)c(F)c2)cs1,-2%,·,-6%,8%,-6%,35%,15%[59 µM],?,26%
CC1CCN(c2cc3c(cc2F)c(=O)c(S(=O)(=O)c2cccc(Cl)c2)cn3Cc2ccccc2)CC1,-1%,-4%,-19%,-7%,-4%,16%,0%[59 µM],-1%,5%
Cc1ccc2oc(=O)n(CCNC(=O)Nc3ccc(Cl)cc3)c2c1,0%,-2%,-17%,0%,-1%,39%,2%[59 µM],-8%,6%
CS(=O)(=O)N1CCC(C(=O)Nc2c(F)cccc2F)CC1,-11%,-4%,-30%,-2%,-3%,36%[activator],1%[12.7 µM],-22%,?
Cc1ccc([N+](=O)[O-])cc1NC(=O)C(C)N1CCCCC1 (stereo unspecified),-4%,-7%,-18%,1%,1%,29%,-41%,-8%,27%
CCc1ccccc1NC(=O)CSc1nnc(-c2ccc(OC)cc2)s1,3%,-5%,-3%,-9%,-11%,19%[57 µM],31%[59 µM],7%,3%
O=C(CN1C(=O)NC2(CCCCC2)C1=O)Nc1ccccc1N1CCCCC1,?,·,-16%,26%,7%,39%,5%[12.7 µM],9%,28%
CCOc1ccc(NC(=O)CN(C)C(=O)c2cn(-c3ccc(C)cc3)nc2-c2cccc(OC)c2)cc1OCC,-3%,·,?,0%,i,-1%,·,·,18%
O=C(Nc1ccccc1)[C@@H]1CC=C[C@@H]2CCN(Cc3ccc(Cl)c(Cl)c3)C(=O)[C@@H]21,4%,·,-6%,2%,-10%,30%,·,·,4%&10%
Cc1nn(CC(=O)N2CCCCCC2)c(=O)c2cc3occc3n12,-10%,3%,-27%,1%,-6%,8%,9%,-19%,34%
COc1ccccc1C(=O)NC(=O)COc1cc(Cl)ccc1Cl,-1%,·,-14%,2%,0%,5%,-17%,4%,8%

In the list so far, these contain a nitro group on carbon.
SMILES,Pin1 inhibitor,BLM helicase inh,JMJD2A Tudor inh,GLS inhibitor,PGK inhibitor,HP1b chromo inh,G9a inh,BAZ2B inh,Pol iota inh
O=C(Nc1nc(-c2ccccc2)cs1)C1CCCN(S(=O)(=O)c2cccc([N+](=O)[O-])c2)C1 (stereo unspecified),0%,-9%,-28%,10%,-3%,13%,?,-10%,5%
Cc1ccc([N+](=O)[O-])cc1NC(=O)C(C)N1CCCCC1 (stereo unspecified),-4%,-7%,-18%,1%,1%,29%,-41%,-8%,27%
